# Screens deposited in PubChem BioAssay by Southern Research Specialized Biocontainment Screening Center.
# H37Rv inhibition = M. tuberculosis growth inhibition, HTS (AID 449762). M. tuberculosis H37Rv growth inhibition, 7H9 media; higher % means a stronger effect. inhibition, % at 25 µM, or IC50 in µM where a hit was titrated. actives 0.59% (n = 330,000); in the data active means a potency from the dose series; inconclusive means inhibition above about 70% without an active follow-up result;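 further: bacterial growth assessed after seven days of incubation; strong numbers were not always called active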
# M. tuberculosis = growth inhibition of non-replicating M. tuberculosis (AID 488890) | one-dose inhibition, % at 25 µM; IC50 in µM for titrated hits | actives 0.39% (n = 320,000) | Mycobacterium tuberculosis non-replicating, growth inhibition; higher % means a stronger effect; in the data active means a potency from the dose series; inconclusive means inhibition mostly from about 82% at the one dose, without a potency; inactive means the rest, 99 in 100 with inhibition below about 76%;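 further: plate controls were DMSO cells for no effect and high antibiotic wells for full effect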
# inhibitors of VEEV = inhibitors of VEEV TC-83 cytopathic effect, confirmation, Vero cells (AID 588727); actives 0.13% (n = 350,000); one-dose inhibition, % at 20 µM; IC50 in µM for titrated hits; Vero cells, VEEV TC-83 cytopathic effect inhibition; higher % means a stronger effect; in the data active means a potency from the dose series; inconclusive means inhibition mostly from about 14% at the one dose, without a potency; inactive means the rest, 99 in 100 with inhibition below about 12%; further: strong numbers were not always called active
# Salmonella PhoP GFP = PhoP regulon inhibitors, Salmonella typhi PhoP promoter GFP reporter, confirmatory (AID 1850). Salmonella Typhi PhoP-promoter GFP reporter, fluorescence, 4 h; higher % means a stronger effect. inhibition, % at 50 µM; hits with a dose series show IC50 in µM. actives 0.33% (n = 310,000); in the data active means a potency from the dose series; inconclusive means inhibition mostly from about 25% at the one dose, without a potency; inactive means the rest, 99 in 100 with inhibition below about 19%;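 further: 0% = induced wells with vehicle and 100% = uninduced wells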
# H1N1 NS1A inhibition = H1N1 influenza NS1A inhibitors, functional cell based assay (AID 504329) | actives 0.3% (n = 340,000) | inhibition, % at 12.5 µM, or IC50 in µM where a hit was titrated | NS1A functional cell-based assay, percent inhibition; higher % means a stronger effect; in the data active means a potency from the dose series; inconclusive means inhibition above about 27% without an active follow-up result; further: strong numbers were not always called active
# inhibitors of VEEV 10K pilot screen = recorded beside inhibitors of VEEV, whose call it bears; inhibition, %; measured here: 10K pilot screen inhibition
# The depositor's hits bear a star; i = inactive; ? = inconclusive; · = no result given.
SMILES,H37Rv inhibition,M. tuberculosis,inhibitors of VEEV,Salmonella PhoP GFP,H1N1 NS1A inhibition,others
Cc1ccc(NC(=S)Nc2ccc3cn[nH]c3c2)cc1,-5.9%,79.0%,2.5%,-5.3%,4.3%,
COc1ccccc1N1CCN(c2ccc(N3C(=O)CCC3=O)cc2[N+](=O)[O-])CC1,16.3%,7.0%,0.6%,19.7%,6.0%,
Cc1ccccc1C(=O)Nc1cccc(NC(=O)c2ccccc2[N+](=O)[O-])c1,-2.4%,4.0%,0.5%,0.6%,-2.8%,
CC(=O)Nc1ccc(S(=O)(=O)NCC2CCC(C(=O)NC(C)c3ccc4c(c3)OCCO4)CC2)cc1 (stereo not given),-4.5%,11.4%,·,-2.4%,·,
CCOC(=O)NC(=O)/C(C#N)=C\NNc1ncc(C(F)(F)F)cc1Cl,-8.0%,1.4%,0.2%,-4.0%,-1.9%,
COc1cc(OC)c(NC(=S)Nc2cccc(C)c2)cc1Cl,3.7%,56.0%,2.3%,2.4%,1.5%,
CC1=C(C(=O)Nc2ccccc2)C(c2ccc(O)cc2)N2C(=O)CSC2=N1 (stereo not given),-6.1%,-2.1%,1.7%,0.7%,-2.9%,
O=C(NC1CCCCCC1)C1CCN(C(=O)c2cccc(Cl)c2)CC1,10.9%,-0.1%,i,1.6%,-1.9%,
COC(=O)c1c(CCl)noc1C(=O)NC(C)C,?,76.1%,0.9%,9.8%,-5.1%,
C=CC[C@@H](Cc1ccc(F)cc1)C(=O)OC[C@@H]1CCCN1C(=O)[C@@H](CC=C)CC(=O)NCCO,7.2%,-14.1%,i,·,-0.8%,
CN(Cc1ccccc1)C(=O)c1ccc(NC(=O)Cc2ccc(NC(=O)C3CCCN(C(=O)C4CCCCC4)C3)cc2)cc1 (stereo not given),·,·,1.0%,·,-2.7%,
COc1ccc(C(=S)N2CCOCC2)cc1OS(=O)(=O)c1ccc(Br)cc1,1.2%,-3.5%,2.5%,-0.9%,-2.8%,
COc1ccc(Cc2nnc(-c3cccc(C)c3)o2)cc1OC,-4.9%,60.5%,6.1%,·,6.1%,
Oc1ccc(-c2csc(Nc3ncccn3)n2)c(O)c1,9.9%,36.8%,5.4%,-5.7%,-16.2%,
COc1ccc(NC(=O)CN2CCN(CC(=O)Nc3ccccc3Cl)CC2)c(OC)c1,-1.9%,18.5%,1.7%,-0.6%,-11.7%,
Cc1ccc(CNC(=O)c2ccccc2SCC(=O)NCC2CCCCC2)cc1,0.0%,-6.5%,3.3%,-1.1%,-4.3%,
O=c1[nH]c(NC2CCCCC2)c([N+](=O)[O-])c(=O)[nH]1,7.2%,1.7%,0.5%,-3.2%,-5.6%,
CCc1nnc(NC(=O)CSc2nnc(-c3ccccc3O)n2-c2ccc(C)cc2)s1,1.7%,28.6%,10.9%,4.7%,8.2%,
Cc1ccc(-n2c(C)cc(=O)cc2C)cc1[N+](=O)[O-],-4.2%,-16.4%,0.1%,5.6%,-3.8%,
Cc1ccc(N(C(C)C(=O)O)S(=O)(=O)c2c(C)n[nH]c2C)cc1 (stereo not given),-7.5%,-6.0%,0.9%,-8.6%,5.7%,
CCN(CC)c1ccc2nc3c4ccccc4c(=O)cc-3oc2c1,3.2%,5.0%,·,1.3%,·,
Cc1ccc2cc(CN(c3ccccc3C)S(=O)(=O)c3ccccc3)c(=O)[nH]c2c1,11.1%,7.6%,3.1%,7.6%,7.7%,
COc1ccccc1/C=N/NC(=O)c1ccc(N(C)S(=O)(=O)c2ccccc2)cc1,2.0%,13.7%,1.2%,11.2%,7.0%,
CC(C)[C@H](NC(=O)OC(C)(C)C)c1nnc(SCc2cccc(F)c2)o1,-5.3%,8.7%,5.6%,-8.8%,-0.9%,
Cc1ccc(NC(=O)Cn2cnc3cc([N+](=O)[O-])ccc3c2=O)cc1,9.3%,5.7%,i,-6.2%,12.1%,
CN(CCc1ccccn1)C(=O)CN(C)S(=O)(=O)c1ccc2c(c1)c(=O)n(C)c(=O)n2C,5.0%,-2.1%,2.6%,-13.0%,-18.9%,
O=C(CCCCl)Oc1ccc2cc(-c3ccc4ccccc4n3)c(=O)oc2c1,11.6%,73.0%,2.7%,-1.1%,3.5%,
O=C(C1CC(=O)N(C2CCCC2)C1)N1CCN(c2cccc(Cl)c2)CC1 (stereo not given),-5.2%,-8.4%,3.7%,-10.3%,-3.2%,
N#Cc1cccc(OC(=O)c2ccc3c(=O)n4c(nc3c2)CCC4)c1,52.7%,?,i,2.8%,-2.4%,
Cn1nnnc1SCC(=O)c1c(N)n(C2CC2)c(=O)[nH]c1=O,-7.8%,-12.6%,i,·,-0.1%,
O=C(c1cc(COc2ccc(F)cc2Cl)on1)N1CCC(OCc2cccnc2)CC1,?,68.6%,i,5.4%,0.8%,
Cc1onc(-c2ccccc2Cl)c1C(=O)NC(=S)NCc1cccnc1,5.9%,15.2%,i,1.0%,5.9%,
CCC(=O)N1CCN(c2ccc(Cl)cc2NC(=O)c2ccc(Br)o2)CC1,0.7%,-2.3%,1.0%,10.8%,4.8%,
COc1ccccc1N1CCN(C(=O)c2ccc3nc(-c4ccco4)c(-c4ccco4)nc3c2)CC1,34.4%,45.3%,2.2%,-0.4%,2.6%,
CCOC(=O)c1cccc(NC(=O)CCn2nnc3ccccc32)c1,-38.0%,8.6%,1.9%,-6.2%,-5.4%,
COc1ccc(Cl)c2sc(N(CCN(C)C)C(=O)C3=COCCO3)nc12,·,·,3.3%,·,-8.0%,
O=C(O)CS(=O)(=O)CC(=O)NCc1cccc(C(F)(F)F)c1,-1.9%,6.2%,i,1.3%,4.7%,inhibitors of VEEV 10K pilot screen=1.6
COC(=O)c1c(N)sc(Cc2ccccc2)c1C,7.0%,42.7%,2.2%,-3.0%,9.1%,
O=C(C1CC(=O)N(c2ccc(F)cc2)C1)N1CCN(c2ccc(F)cc2)CC1 (stereo not given),-6.0%,19.8%,3.4%,-9.1%,-6.0%,
N/C(=N\OC(=O)c1ccc(Cl)cc1Cl)c1ccc(Cl)cc1,?,?,i,-0.4%,-9.3%,
Cc1cc(C)n(-c2cc(N3CCN(S(=O)(=O)c4ccc5ccccc5c4)CC3)ccc2[N+](=O)[O-])n1,-7.9%,33.0%,1.9%,-8.5%,5.7%,
OC(c1cc(C(F)(F)F)nc2c(Cl)cc(Cl)cc12)C1CCCCN1 (stereo not given),?,66.6%,i,0.5%,-2.2%,
CCCCNC(=O)CN(c1ccc(Cl)c(Cl)c1)S(C)(=O)=O,0.9%,-8.9%,0.9%,14.2%,1.5%,
Cc1nn2c(NCC(C)C)c3c(nc2c1-c1ccccc1)CCC3,0.8%,15.3%,i,-3.7%,-6.4%,
COCc1nnc(NC(=O)CCCCCN2C(=O)c3ccccc3C2=O)s1,-4.2%,0.9%,0.6%,-19.3%,2.2%,
O=C(O)C1C2CCC(O2)C1C(=O)Nc1cccc(F)c1 (stereo not given),-1.3%,-2.7%,·,5.8%,·,
O=C(NC1CCCC1)C1C2C=CC(C2)C1C(=O)N1CCOCC1 (stereo not given),-1.7%,-8.5%,0.5%,4.8%,-1.1%,
O=C(CNC(=O)c1ccccc1F)NCc1ccncc1,3.9%,9.1%,1.0%,·,-18.7%,
CCCSc1nnc2n(-c3ccccc3OC)c(=O)c3c4c(sc3n12)CCC4,-0.6%,32.9%,5.6%,-3.1%,10.3%,inhibitors of VEEV 10K pilot screen=2.1
CC(C)C(NCc1c(Cl)cccc1Cl)C(=O)O (stereo not given),3.0%,5.3%,0.3%,-2.0%,5.3%,
# The listing continues.
SMILES,H37Rv inhibition,M. tuberculosis,inhibitors of VEEV,Salmonella PhoP GFP,H1N1 NS1A inhibition,others
CCN(CC)S(=O)(=O)c1ccc2c(c1)c(=O)c(C(=O)NCCN(C)CCc1ccccc1)cn2C,-0.6%,5.6%,i,2.6%,-0.8%,
COc1ccc(C(=O)NCCn2cc(SCC(=O)NCC3CCCO3)c3ccccc32)cc1 (stereo not given),-2.7%,-2.6%,3.8%,-3.7%,5.8%,
CCCCOc1ccc(C(=O)N/C(=C/c2cccc([N+](=O)[O-])c2)C(=O)O)cc1,-2.0%,-0.5%,i,-1.6%,1.8%,
Cc1cc(Cl)ccc1OCC(=O)Nc1ccncc1,8.2%,65.3%,i,5.3%,-0.9%,
CCCCn1c(Oc2ccc(C(=O)OC)cc2)nc2c1c(=O)n(C)c(=O)n2C,-0.3%,23.0%,0.4%,11.9%,3.4%,
Cc1cc(C)n2nc(CNS(=O)(=O)c3ccc(CC(C)C)cc3)nc2n1,-4.5%,·,0.4%,-7.3%,-0.6%,
Cc1sc(=NC(=O)c2ccco2)n(C)c1-c1ccc(Cl)cc1,69.7%,?,i,15.0%,-3.7%,
COc1ccc(S(=O)(=O)/N=C2\C=C(NS(=O)(=O)c3ccccc3)C(=O)c3ccccc32)cc1,0.6%,6.2%,i,2.7%,10.9%,
Cc1nn(-c2ccccc2)c(Cl)c1C(=O)NC1CCCCC1,57.9%,60.9%,0.3%,0.8%,0.8%,
COc1ccccc1CCNC(=O)C(=O)NCC1OCCCN1S(=O)(=O)c1ccc(F)cc1C (stereo not given),-3.0%,33.7%,2.6%,-7.9%,-4.2%,

# Random excerpt: 2 entries already listed, in no set order.
SMILES,H37Rv inhibition,M. tuberculosis,inhibitors of VEEV,Salmonella PhoP GFP,H1N1 NS1A inhibition,others
Cc1sc(=NC(=O)c2ccco2)n(C)c1-c1ccc(Cl)cc1,69.7%,?,i,15.0%,-3.7%,
COc1ccccc1CCNC(=O)C(=O)NCC1OCCCN1S(=O)(=O)c1ccc(F)cc1C (stereo not given),-3.0%,33.7%,2.6%,-7.9%,-4.2%,

# The listing picks up with the 6 entries that preceded the break.
SMILES,H37Rv inhibition,M. tuberculosis,inhibitors of VEEV,Salmonella PhoP GFP,H1N1 NS1A inhibition,others
CCCCn1c(Oc2ccc(C(=O)OC)cc2)nc2c1c(=O)n(C)c(=O)n2C,-0.3%,23.0%,0.4%,11.9%,3.4%,
Cc1cc(C)n2nc(CNS(=O)(=O)c3ccc(CC(C)C)cc3)nc2n1,-4.5%,·,0.4%,-7.3%,-0.6%,
Cc1sc(=NC(=O)c2ccco2)n(C)c1-c1ccc(Cl)cc1,69.7%,?,i,15.0%,-3.7%,
COc1ccc(S(=O)(=O)/N=C2\C=C(NS(=O)(=O)c3ccccc3)C(=O)c3ccccc32)cc1,0.6%,6.2%,i,2.7%,10.9%,
Cc1nn(-c2ccccc2)c(Cl)c1C(=O)NC1CCCCC1,57.9%,60.9%,0.3%,0.8%,0.8%,
COc1ccccc1CCNC(=O)C(=O)NCC1OCCCN1S(=O)(=O)c1ccc(F)cc1C (stereo not given),-3.0%,33.7%,2.6%,-7.9%,-4.2%,
Cc1ccc(OCC(=O)N2CCCc3ccccc32)cc1,2.5%,6.25µM*,i,8.6%,-11.9%,
Cc1ccccc1NC(=O)COC(=O)[C@@H]1CCCN1C(=O)c1cccs1,-1.1%,-3.3%,7.9%,·,-2.0%,
Cc1cc(OCCCC(=O)NC2=NCCS2)ccc1Cl,1.4%,78.0%,5.0%,8.6%,-7.6%,
Cc1c(CCC(=O)O)c(=O)oc2cc3oc4c(c3cc12)CCCC4,0.8%,11.6%,3.7%,4.2%,-3.1%,
Cc1c(C(=O)Nc2cccc3cccnc23)oc2ccccc12,12.2%,3.3%,1.3%,3.0%,3.5%,
COc1cccc2c(=O)n(CC(=O)Nc3ccccc3)ccc12,-1.1%,·,0.8%,-10.5%,27.4%,
CCN(CC(=O)Nc1cc(Cl)ccc1C)C(=O)CN1C(=O)NC2(CCCC2)C1=O,14.6%,-10.3%,2.1%,3.9%,-6.4%,
CCN(C(=O)COC(=O)c1ccc2c(c1)OCO2)c1ccccc1,6.9%,12.1%,8.8%,·,-0.8%,
Cc1c(NC(=O)COC(=O)C2(c3ccc(F)cc3)CCCC2)c(=O)n(-c2ccccc2)n1C,-5.6%,0.0%,1.3%,19.1%,6.2%,
COC(=O)Cc1c(C)c2ccc(OCC(=O)N(C)C3CCS(=O)(=O)C3)cc2oc1=O (stereo not given),1.4%,-7.0%,2.8%,-8.1%,10.8%,
Cn1c(=O)c2[nH]c(C=Cc3ccc4c(c3)OCO4)nc2n(C)c1=O,·,·,i,·,4.0%,
COC(=O)CSc1nsc(SCC(=O)OC)c1C#N,-0.8%,?,0.6%,-6.2%,2.1%,
COc1cc([N+](=O)[O-])ccc1NC(=O)CCCOc1cccc(C)c1C,6.0%,11.2%,i,-8.6%,-1.2%,
